Large T inhibition = TAg ATPase/helicase activity blockers – biochemical (AID 1903); SV40 large T antigen ATPase/helicase inhibition assay; higher % means a stronger effect; inhibition, % at 20 µM; hits with a dose series show IC50 in µM; 310,000 tested, 0.39% active; in the data active = a potency from the dose series; inconclusive = inhibition mostly from about 32% at the one dose, without a potency; inactive = the rest, 99 in 100 with inhibition below about 32%; also: strong numbers were not always called active
GPR55 beta-arrestin = selective activators of receptor GPR55 – imaging, U2OS cells, beta-arrestin-GFP redistribution, primary screen (AID 1961) | activation, % at 10 µM, or EC50 in µM where a hit was titrated | 290,000 tested, 0.048% active | U2OS GPR55 beta-arrestin-GFP redistribution imaging; higher % means a stronger effect;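 active = activation above 40% with more than 50 cells counted in the well; inconclusive = wells holding fewer than 50 cells, flagged as toxic or sparse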;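 also: U2OS osteosarcoma cells stably expressing GPR55 and beta-arrestin-GFP; plate controls were DMSO negative control for no effect and LPI positive control for full effect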
GPR35 antagonists = inhibition of zaprinast-stimulated GPR35 beta-arrestin translocation – imaging, U2OS, beta-arrestin-GFP, zaprinast agonist, primary screen (AID 2058). 290,000 tested, 0.052% active. U2OS GPR35 beta-arrestin-GFP translocation imaging, zaprinast antagonism; higher % means a stronger effect. inhibition, % at 10 µM, or IC50 in µM where a hit was titrated;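 active = inhibition of at least 50% with at least 30 cells and total cytoplasm GFP at most 10,000,000; inconclusive = under 30 cells or total GFP of 10,000,000 plus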
GPR55 antagonists = GPR55 antagonists blocking LPI-driven arrestin recruitment, primary screen, imaging, U2OS, beta-arrestin-GFP, LPI agonist (AID 2013); U2OS GPR55 beta-arrestin-GFP translocation imaging, LPI antagonism; higher % means a stronger effect; one-dose inhibition, % at 10 µM; IC50 in µM for titrated hits; 290,000 tested, 0.13% active;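 active = spots per cell inhibited over 60%, with over 100 cells counted and total cytoplasm intensity under 500,000; inconclusive = wells with under 100 cells, flagged as likely toxic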;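 also: U2OS cells stably carrying GPR55 and arrestin-GFP stimulated by 5 µM LPI near EC80; imaged beta-arrestin-GFP aggregate spots per cell after agonist stimulation; plate controls were LPI-stimulated DMSO wells for no effect and DMSO wells without LPI for full effect; some results filed as inactive read as strong as hits; confirmed hits need IC50 under 10 µM and bright autofluorescent wells are also inconclusive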
T cell HTS = modulates CD8 T cell binding to vesicles; 330,000 tested, 0.068% active; 2C CD8+ T cell-vesicle binding, flow cytometry; stronger effect = lower value; calls only at 7 µM;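 active = response, share of CD8 T cells binding vesicles, and their 90th percentile fluorescence all below set limits, cut at about 80% in these data, passing the limit was not always enough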
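material = purified 2C TCR transgenic mouse naive CD8+ T cells | controls = Unloaded micro-vesicles (low), QL9 vesicles with 0.7% DMSO (high) | detection = cytometric PE anti-B7-1 and Alexa647 anti-CD8 signals after 1% paraformaldehyde fixation | incubation = binding step 1.5 h, 37 °C, antibody labelling 20 min, ice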
Hep lipid drop = modulators of hepatic lipid droplet formation | AML12 mouse hepatocytes, oleate lipid droplets, BODIPY imaging | inhibition, % at 6.5 µM | 240,000 tested, 0.4% active;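 active = lipid droplet intensity inhibited by at least 50%, with more than 500 cells counted; inconclusive = wells with under 300 cells, treated as cytotoxic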
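Assay system: AML12 hepatocytes (mouse) / Also added: 100 µM oleic acid challenge / Times: overnight treatment with compound plus oleate / Detection: high-content imaging of BODIPY-stained droplets and DAPI nuclei / Evaluation: % inhibition of lipid droplet signal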
LYP phosphatase = PTPN22 lymphoid phosphatase activity blockers – biochemical, fluorescence intensity, uHTS (AID 1779); 290,000 tested, 0.054% active; inhibition, % at 11.5 µM, or IC50 in µM where a hit was titrated; recombinant LYP phosphatase, fluorescence intensity; higher % means a stronger effect; in the data active = inhibition above about 50%;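 also: plate controls were vehicle with enzyme for no effect and no enzyme for full effect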
Rac1 GTP hydrolysis = MgcRacGAP GTPase-activating activity inhibitors, confirmation, biochemical, ADP Hunter fluorescence. MgcRacGAP-stimulated Rac1 GTP hydrolysis, ADP Hunter fluorescence; higher % means a stronger effect; GST-tagged Rac1 F28L mutant substrate. inhibition, % at 30 µM; hits with a dose series show IC50 in µM. 340,000 tested, 0.6% active;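 active = first-screen hits whose inhibition reached a set limit at any dose in the follow-up dose series; inconclusive = inhibition above the set first-screen limit but never retested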;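 also: fluorescence reports GDP produced by GAP-driven GTP hydrolysis; strong numbers were not always called active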
NTR1 ag = agonists of NTR1, primary screen, imaging, U2OS cells, beta-arrestin-GFP, high content (AID 493036); NTR1-U2OS beta-arrestin-GFP spot imaging, agonist mode; activation, % at 20 µM; 330,000 tested, 0.17% active;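 active = activation at or above 40% of the spot to cytoplasm intensity ratio, with at least 20 cells analyzed; inconclusive = wells under 20 cells, flagged as cytotoxic or low count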;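 also: 0% = DMSO without peptide and 100% = 100 nM NTR1 peptide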
Target sequence (P30989 whole entry, looked up): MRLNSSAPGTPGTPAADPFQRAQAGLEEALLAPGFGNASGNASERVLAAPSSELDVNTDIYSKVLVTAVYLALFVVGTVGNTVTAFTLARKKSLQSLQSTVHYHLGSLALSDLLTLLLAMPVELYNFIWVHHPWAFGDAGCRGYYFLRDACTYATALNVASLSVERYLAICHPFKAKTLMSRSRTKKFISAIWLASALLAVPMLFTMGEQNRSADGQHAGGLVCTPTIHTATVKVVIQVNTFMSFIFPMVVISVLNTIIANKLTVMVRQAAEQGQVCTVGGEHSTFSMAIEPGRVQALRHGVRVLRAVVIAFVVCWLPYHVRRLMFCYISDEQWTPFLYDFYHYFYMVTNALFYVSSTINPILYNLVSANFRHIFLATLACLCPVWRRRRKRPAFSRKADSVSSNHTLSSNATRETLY
Hep lipid drop cells 6.5 µM = also measured in Hep lipid drop; calls as there; cell count; measured here: cell count, cytotoxicity flag;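 cells counted across two imaged fields per well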
T cell HTS vesicle-bound % = recorded beside T cell HTS, whose call it bears; double positive events, %; measured here: CD8+ vesicle-bound cell fraction;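 binding gate set so that unloaded-vesicle control wells show 10% double positive cells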
NTR1 ag cell count 20 µM = further read-out of NTR1 ag, marked with its call; cell count; measured here: cell count, cytotoxicity flag
Numbers without * were called inactive; i = inactive; ? = inconclusive; . = not tested or not shown; + = active, no number.

SMILES	Large T inhibition	GPR55 beta-arrestin	GPR35 antagonists	GPR55 antagonists	T cell HTS	T cell HTS vesicle-bound %	Hep lipid drop	Hep lipid drop cells 6.5 µM	LYP phosphatase	Rac1 GTP hydrolysis	NTR1 ag	NTR1 ag cell count 20 µM
O=[N+]([O-])c1ccc(N/N=C/c2sc(N3CCOCC3)nc2-c2ccccc2)c(S(=O)(=O)Nc2ccccc2Cl)c1	3%	22%	8%	14%	.	.	8	616	5%	7%	.	.
CC1(C(=O)OCC(=O)Nc2ccccc2)CC1(Cl)Cl (centres undefined)	9%	0.6%	-6%	-4%	i	31	34	700	-2%	7%	-0.6	72
CC(C)(C)NC(=O)c1ccc(NC(=O)c2ccccc2-c2ccccc2C(=O)O)cc1	9%	-0.1%	-3%	6%	i	30	.	.	-10%	12%	0.7	54
O=C(N/N=C/C=C/c1ccccc1)c1ccccc1Br	0%	0.2%	8%	.	i	21	.	.	-8%	4%	-2.0	80
CC(C)Oc1cccc(C(=O)C2CCCN(C(=O)c3noc4c3CCCC4)C2)c1 (centres undefined)	29%	0.4%	18%	19%	i	58	-16	715	2%	5%	-1.7	64
CC(NC(=O)NC(=O)c1cccc([N+](=O)[O-])c1)C1CC1 (centres undefined)	-6%	-0.1%	6%	-11%	i	43	12	657	-13%	3%	1.2	68
CN1CCN(c2ccccc2NC(=O)COc2ccccc2)CC1	1%	-0.1%	0%	-9%	i	37	0	789	0%	1%	0.6	60
CN(CC(=O)Nc1ccccc1Cl)C(=O)C1CCN(C(=O)c2ccc(Cl)cc2)CC1	23%	-0.1%	12%	-4%	i	12	-15	631	-1%	0%	-1.0	45
CN(CCNC(=O)C1CCC(=O)N(Cc2cccc(F)c2)C1)CCc1ccccc1 (centres undefined)	9%	0.3%	3%	-7%	i	65	5	668	-13%	4%	0.4	59
Cc1cc(Nc2cccc(Cl)c2)c2ccccc2n1	27%	0.0%	15%	8%	i	53	0	755	-13%	14%	1.9	69
CCOC(=O)C1CCN(CC(O)COc2ccc(C(=O)CC)cc2)CC1 (centres undefined)	7%	0.2%	9%	-10%	i	20	-2	602	1%	6%	4.9	101
Cc1cccc(C(=O)OC2CCN(C)CC2)c1	12%	0.6%	9%	-5%	i	57	-8	676	-8%	10%	1.9	76
Cc1c2cnn(CC(=O)NCc3ccccn3)c(=O)c2c(C)n1Cc1ccccc1	14%	-0.1%	7%	12%	i	34	10	787	-7%	6%	5.5	46
Cc1cc(C)cc(OCC(=O)OCC(=O)NCc2cccs2)c1	-1%	-0.1%	7%	6%	i	62	-132	564	-4%	-7%	-0.9	78
NS(=O)(=O)c1ccc(CCNC(=O)C2CCN(S(=O)(=O)c3cccc4cccnc34)CC2)cc1	10%	-0.2%	-4%	-1%	+	1.7*	11	681	-8%	1%	0.7	51
CC1=CC(=O)OC1Cc1ccncc1 (centres undefined)	-5%	-0.2%	9%	-18%	i	48	.	.	-13%	-1%	-0.6	60
COC(=O)N1C(=O)[C@](c2ccccc2)(C2CCCC2)N1C(=O)OC	18%	4.5%	16%	9%	i	57	1	749	-12%	8%	1.3	84
CSCC(C)N1CCC(CO)(CCc2ccccc2)CC1 (centres undefined)	5%	0.1%	9%	0%	i	44	-17	690	-8%	-4%	-1.1	54
Cc1onc(-c2c(F)cccc2Cl)c1C(=O)N(C)CC(=O)Nc1cccc(F)c1	10%	.	.	.	i	53	.	.	.	1%	0.3	63
COCCNC(=O)COC(=O)c1nsc(Cl)c1Cl	0%	0.0%	10%	2%	i	52	.	.	-8%	-1%	0.9	78
CCOC(=O)c1ccc(S(=O)(=O)NNC(=O)c2cccc(N(C)C)c2)cc1	6%	-0.4%	-2%	2%	i	7	6	708	-4%	-7%	-0.2	55
Cn1c(NCc2cccc(Br)c2)nc2ccccc21	3%	-0.2%	2%	2%	i	20	-2	663	0%	7%	3.3	62
COCCCn1c(Cc2csc(Nc3cccc(Cl)c3)n2)nnc1SCC(=O)OC	18%	0.3%	-14%	2%	i	8	.	.	-7%	8%	-0.5	47
NC(=O)c1ccccc1OCCOc1ccc(Br)cc1	19%	-0.2%	-6%	-6%	i	26	-45	744	-1%	-3%	-0.1	38
COc1ccc(OCCSc2nnc(C(C)NC(=O)c3ccccc3F)n2C)cc1 (centres undefined)	-10%	0.2%	-8%	7%	i	43	-3	692	1%	5%	0.9	60
CCCCC(=O)Nc1ccc(NC(=O)CC)cc1OC	4%	0.1%	-3%	-2%	i	58	-32	486	-3%	9%	0.0	85
COc1ccc2[nH]c(=O)c(CN(CC3CCCO3)C(=S)Nc3ccc(C)cc3)cc2c1 (centres undefined)	4%	0.2%	22%	13%	i	7	-3	652	6%	-16%	3.1	31
O=C(Nc1nnc(S(=O)(=O)N2CCCCCC2)s1)c1ccccc1Br	.	-0.1%	1%	5%	i	36	0	760	0%	10%	0.0	54
Cc1ccc(NC(=O)CCc2nnc3ccc(N4CCC5(CC4)OCCO5)nn23)cc1F	14%	-0.2%	18%	-16%	i	15	-8	711	-7%	5%	1.7	90
Oc1oc(-c2ccc(Br)cc2)nc1/C=N/c1ccccn1	-3%	-0.6%	-3%	-1%	i	33	0	631	-6%	7%	-0.5	77
CCc1ccc(NC(=O)c2noc(C(C)C)c2[N+](=O)[O-])cc1	1%	0.5%	1%	10%	i	62	10	705	-4%	-29%	0.3	77
CCN(CC(=O)Nc1c(F)cccc1F)C(=O)COc1cccc2c1OC(C)(C)C2	9%	.	.	.	i	22	.	.	.	0%	0.5	45
Cc1ccc(C(=O)NCC(=O)NNC(=O)CN(C)S(=O)(=O)c2ccc(Cl)cc2)s1	16%	.	.	.	i	41	.	.	.	7%	0.7	57
COC(=O)c1sccc1NC(=S)N1CCN(c2ccc(F)cc2)CC1	5%	0.1%	-10%	12%	i	1	-8	678	2%	-3%	4.1	73
O=C1NCCCC1C(=O)N/N=C/c1cccc([N+](=O)[O-])c1 (centres undefined)	10%	0.6%	-15%	2%	i	38	-4	732	-4%	.	-0.5	43
CCCc1nnc(NC(=O)CCC(=O)N2CCN(Cc3ccc(OC)c(F)c3)CC2)s1	3%	0.7%	-1%	7%	i	3	10	758	-9%	7%	6.3	55
COc1cc(OC)c(OC)cc1CN1CCSCC1	10%	-0.1%	-14%	-2%	i	51	.	.	-10%	?	-0.9	53
COc1cccc(-n2cc(C(=O)NCCCOC(C)C)c3ccccc3c2=O)c1	11%	-0.1%	-12%	-4%	i	47	15	791	-7%	4%	0.0	70
Cc1onc(-c2ccccc2Cl)c1C(=O)N(Cc1nc(-c2ccccc2)no1)C1CCCCC1	-3%	0.2%	12%	13%	i	41	21	827	4%	9%	11	71
COc1cccc(-c2nc(=S)c3c(n2CCCO)CCCC3)c1	2%	-0.1%	11%	19%	i	26	9	707	-5%	14%	-0.5	56
O=C(NCCN1CCCCC1)Nc1ccc(Cl)cc1	9%	-0.4%	-5%	-12%	i	56	-3	763	-10%	2%	-0.8	45
COc1cccc(NC(=O)c2ccccc2Br)c1	9%	0.5%	-11%	-9%	i	68	-5	810	-12%	3%	0.0	55
CC(CNS(=O)(=O)c1ccc(Br)cc1)CN(C)C (centres undefined)	9%	-0.2%	11%	7%	i	53	-18	669	-12%	5%	1.2	50
CCc1noc(C)c1C(=O)NNC(=O)c1ccc(F)cc1	9%	.	.	.	i	45	.	.	.	13%	0.3	73
CCc1ccc(N(CC(=O)NC(C)C)C(=O)CCC(=O)Nc2ccccn2)cc1	-1%	-0.2%	8%	-15%	i	46	-3	830	-2%	8%	-2.0	64
O=C(CSCc1ccc(Br)cc1)NCCc1ccccc1	25%	-0.1%	1%	0%	i	56	-14	763	-3%	8%	0.1	57
COc1ccc(CCC(=O)Nc2ccc3c(c2)OCO3)cc1OC	1%	-0.2%	3%	-2%	i	47	-11	780	0%	6%	5.5	41
Cc1nc2ccccn2c1C(=O)NC1CCCCC1	3%	-0.2%	12%	1%	i	60	.	.	-9%	13%	-0.9	51
CC(C)OCCCNC(=O)c1ccc(NC(=O)C2CCCO2)cc1 (centres undefined)	8%	-0.2%	-1%	14%	i	24	.	.	-6%	7%	2.7	73
CCOC(=O)c1sc(NC(=O)Nc2ccccc2F)nc1C	26%	0.6%	13%	6%	i	4	16	572	0%	7%	3.5	51
Cc1cc2nc3n(c2cc1C)CC1CC(C(=O)NCCc2cccs2)N(C)C31 (centres undefined)	0%	-0.1%	-13%	2%	i	48	38	656	-10%	5%	-1.2	100
COc1ccc(-c2csc3ncnc(N4CCN(S(=O)(=O)c5ccc(Cl)s5)CC4)c23)cc1	5%	.	.	.	i	43	.	.	.	-1%	7.8	55
COc1ccc(C(C(=O)NC2CCCC2)N(C(=O)c2ccoc2C)c2cc(C)cc(C)c2)cc1 (centres undefined)	0%	-0.3%	5%	3%	i	40	.	.	1%	1%	2.3	47
CC(C)CNC(=O)Nc1ccc(F)c(Cl)c1	-7%	0.2%	6%	4%	i	50	-23	707	-5%	-2%	-2.4	89
Cc1ccc(-c2sc(-c3cccnc3)nc2CC(=O)O)cc1	3%	-0.3%	7%	-1%	i	41	10	747	-5%	9%	0.9	53
CC(C)(C)c1ccc(/C=N/NC(=O)C(=O)NCCCN2CCOCC2)cc1	0%	0.6%	0%	3%	i	18	17	643	-7%	6%	0.5	66

Compounds as they come; any-hit rate near 1.8%.
